# Screens: PubChem BioAssay, National Center for Advancing Translational Sciences (NCATS)
# EPAC1 antagonist – qHTS for Antagonist of cAMP-regulated guanine nucleotide exchange factor 3 (EPAC1): primary screen; EPAC1 GEF assay, Rap1b-BODIPY-GDP exchange fluorescence; Potency, µM (highest dose often 115 µM), inactives show at the highest dose activity change, negative = inhibition, usual class: inhibitors; Rap guanine nucleotide exchange factor 3 (Homo sapiens), O95398; 360,000 compounds, 0.14% hits;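 further: potency means the concentration at half of the fitted maximal effect; plate controls were vehicle for no effect and positive control for full effect; nearly all actives have a fitted effect of over 50% in size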
# Target sequence (O95398 whole entry, looked up): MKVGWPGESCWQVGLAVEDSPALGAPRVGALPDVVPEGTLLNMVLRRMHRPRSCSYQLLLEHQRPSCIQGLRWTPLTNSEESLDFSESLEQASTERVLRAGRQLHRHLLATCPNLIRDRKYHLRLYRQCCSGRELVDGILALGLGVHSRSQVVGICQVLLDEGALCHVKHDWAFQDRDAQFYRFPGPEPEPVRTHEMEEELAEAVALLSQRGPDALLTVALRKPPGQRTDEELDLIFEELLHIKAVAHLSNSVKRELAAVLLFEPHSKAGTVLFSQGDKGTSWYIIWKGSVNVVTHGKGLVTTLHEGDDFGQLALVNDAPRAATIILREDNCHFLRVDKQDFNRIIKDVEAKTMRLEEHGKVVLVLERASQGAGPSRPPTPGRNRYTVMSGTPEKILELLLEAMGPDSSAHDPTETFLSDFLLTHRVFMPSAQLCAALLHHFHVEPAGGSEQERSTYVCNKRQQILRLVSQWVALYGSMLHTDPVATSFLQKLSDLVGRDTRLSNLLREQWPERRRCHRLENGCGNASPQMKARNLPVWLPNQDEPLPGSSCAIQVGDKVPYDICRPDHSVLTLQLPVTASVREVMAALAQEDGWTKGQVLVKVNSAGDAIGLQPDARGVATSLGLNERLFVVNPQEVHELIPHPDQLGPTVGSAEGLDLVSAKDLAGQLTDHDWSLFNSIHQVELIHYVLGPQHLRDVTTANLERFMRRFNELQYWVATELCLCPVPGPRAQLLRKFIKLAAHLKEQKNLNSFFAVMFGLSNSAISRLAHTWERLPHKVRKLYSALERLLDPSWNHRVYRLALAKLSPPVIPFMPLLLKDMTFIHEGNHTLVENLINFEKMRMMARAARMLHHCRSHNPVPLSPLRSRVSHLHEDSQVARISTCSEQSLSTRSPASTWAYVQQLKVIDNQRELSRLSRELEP
# WRN inhibitor – qHTS for Inhibitors of WRN Helicase. WRN helicase unwinding, fluorescent forked duplex, kinetic. Potency, µM (titrated, usually from 114 µM), for the others: at the highest dose activity change, negative = inhibition, usual class: inhibitors. 360,000 compounds, 0.46% hits; further: potency means the concentration at half of the fitted maximal effect; on the % scale 0 is the no-effect control and ±100 the full control effect; nearly all actives have a fitted effect of over 55% in size
#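 Kinetic red-fluorescence monitoring (525/598 nm) tracks WRN helicase activity after 100 nM fluorophore-quencher forked duplex and 2 mM ATP are added to 20 nM enzyme pretreated 15 min at room temperature with compound.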
# IL-2 act – qHTS of IL-2 Activators; IL-2 activation reporter assay, cell-based qHTS; stimulated with anti-CD3/CD4/CD28 beads; in transgenic mouse T cells; activation, % (series mostly up to about 46 µM); 360,000 compounds, 0.065% hits; in the data active means activation above about 50%; inconclusive means mostly about 30% to 49%; further: 0% is about no effect
#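 Unstimulated transgenic mouse T cells preincubated 60 min with compound, then stimulated with anti-CD3/anti-CD4-coated beads plus anti-CD28 for 18 h at 37 degrees C. IL-2 response read as EGFP and DsRed fluorescence by plate cytometry.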
# aSyn yeast inh – qHTS of alpha-syn Inhibitors; Yeast expressing alpha-synuclein, growth rescue, BacTiter-Glo, 24 h; Potency, µM (doses to about 46.1 µM), without a hit: at the highest dose growth rescue (activation), actives largely listed as activators; 370,000 compounds, 0.14% hits; AID 652106, 2013; further: potency means the concentration at half of the fitted maximal effect; % of control where 0% means no effect; nearly all actives have a fitted effect of over 65% in size
#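 Screening used galactose-induced yeast with toxic alpha-synuclein levels, exposed to compound for 24 hr at 30 deg C. Cell growth, read with BacTiter-Glo luminescence, gave the measured signal.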
# Abeta yeast res – qHTS for compounds that reverse cellular toxicity of Amyloid beta (A-beta) peptide in yeast: Primary Screen; yeast expressing A-beta42, growth rescue, OD600, 48 h; response scale: 0% DMSO, 100% iron-clioquinol control; Potency, µM (top dose mostly 46.1 µM), for inactives: at the highest dose growth rescue, hits mostly activators; 410,000 compounds, 0.063% hits; AID 1347071, 2019; further: potency means the concentration at half of the fitted maximal effect; nearly all actives have a fitted effect of over 55% in size
#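 Yeast A-beta toxicity model in growth medium with pinned compounds, 48 h at 30 C; growth read as absorbance at 600 nm. Normalized to FeCl3/clioquinol equimolar mix (positive) and DMSO (negative).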
# EPAC1 agonist – qHTS for Agonist of cAMP-regulated guanine nucleotide exchange factor 3 (EPAC1): primary screen; AID 720707, 2013; 360,000 compounds, 0.073% hits; EPAC1 agonist qHTS, biochemical assay; response scale: 100% = response to 6.5 mM cAMP; Rap guanine nucleotide exchange factor 3 (Homo sapiens), O95398; Potency, µM (top dose mostly 154 µM), for inactives: at the top dose activation, actives largely listed as activators; further: potency means the concentration at half of the fitted maximal effect; nearly all actives have a fitted effect of over 60% in size
#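 Fluorescent GDP-exchange assay: 100 nM EPAC1 with 250 nM Rap1B preloaded with BODIPY-GDP and 50 uM GDP; compounds tested as concentration series, 5 min at room temperature, then read every 5 min for 30 min (ex 480/em 540 nm); normalized to 6.5 mM cAMP.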
# PI5P4K alpha inh – qHTS for Inhibitors of phosphatidylinositol 5-phosphate 4-kinase (PI5P4K); Phosphatidylinositol 5-phosphate 4-kinase type-2 alpha (Homo sapiens), P48426; PI5P4Kalpha enzyme, ADP-Glo luminescence, 60 min; stronger effect = lower value; AID 652105, 2013; max response, %; 330,000 compounds, 1.2% hits; active means max response of -50% or lower; inconclusive means between -30% and -50%; inactive means -30% or higher; further: value at the top dose of about 77 µM; on the % scale 0 is the no-effect control and ±100 the full control effect
#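 Controls without substrate or without enzyme flank wells where PI5P4Kalpha converts substrate using 5 microM ATP (final). Incubation lasts 60 minutes at room temperature; ADP formed is read by ADP-Glo luminescence.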
# PLK1 PBD block – qHTS for Inhibitors of PLK1-PDB (polo-like kinase 1 - polo-box domain): Primary Screen; AID 720504, 2013; Plk1 PBD binding of FITC phosphopeptide, fluorescence polarization; Serine/threonine-protein kinase PLK1 (Homo sapiens), P53350; Potency, µM, for inactives: max response, negative = inhibition, actives largely listed as inhibitors; 360,000 compounds, 2.8% hits; further: potency means the concentration at half of the fitted maximal effect; series mostly up to about 57 µM; on the % scale 0 is the no-effect control and ±100 the full control effect; nearly all actives have a fitted effect of over 65% in size
# FUS suppressor – qHTS for Suppressors of FUS Proteinopathy: Primary screen using FUS-linked yeast assay. Potency, µM (top dose mostly 76.6 µM), inactives show top-dose growth rescue (activation), most hits filed as activators. S. cerevisiae FUS-expressing, growth rescue, OD600, 24 h. 390,000 compounds, 0.24% hits;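 further: potency means the concentration at half of the fitted maximal effect; plate controls were DMSO vehicle for no effect and reference control for full effect; nearly all actives have a fitted effect of over 55% in size; some results filed as inactive show a strong effect at the top dose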
#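 Yeast FUS proteinopathy model; galactose-induced FUS (2%), starting OD 0.005. Cpds in dilution series, 24hr, 30C, 99% humidity. Abs 600 nm growth. Pos ctrl CP55940 (top 92uM final); neg ctrl DMSO.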
# * = called active by the depositor; ? = inconclusive; · = not tested or not shown; [ ] = remark or other dose. Unless noted, the call rests on the fitted dose curve; in most records, active means well fitted curve in the direction sought with a large enough effect; inconclusive means small, poorly fitted or top-dose-only effect, or another doubt; inactive means no such curve, though single readings can be large; an effect the other way counts as inactive or inconclusive.
SMILES,EPAC1 antagonist,WRN inhibitor,IL-2 act,aSyn yeast inh,Abeta yeast res,EPAC1 agonist,PI5P4K alpha inh,PLK1 PBD block,FUS suppressor
COc1ccc(NC(=O)CSCC(=O)N=c2sccn2C)cc1,16%,8%,1.6,1%,12%,1%,-2,3%,3%
CCOC(=O)n1c(=O)n(Cc2ccc(OC)cc2)c2ccccc21,-21%,0%,-2.5,8%,6%,12%,4,-2%,31%
O=C(CNC(=O)c1ccccc1)Oc1ccc([N+](=O)[O-])cc1,?,?,-2.8,-5%,-13%,0%,0,5.3µM*,4%
CN(C(=O)COC(=O)c1cccc(NS(=O)(=O)c2ccc(F)c(F)c2)c1)C1CCS(=O)(=O)C1 (stereo not drawn),-10%,3%,1.5,-14%,-7%,-4%,1,-7%,-2%
CCC1CCCCN1C(=O)c1ccc(OC)c(OC2CCN(C(C)C)CC2)c1 (stereo not drawn),?,-7%,-2.3,0%,1%,5%,2,-4%,2%
COc1ccc(S(=O)(=O)Nc2ccccn2)c(C)c1C,8%,1%,-3.3,9%,11%,-3%,0,-1%,11%
Nc1nc(-c2ccc(Br)cc2)cs1,-17%,-11%,-0.4,3%,-28%,5%,7,-18%,35%
COc1cccc(C(=O)OCn2nnc3ccccc3c2=O)c1OC,-20%,2%,-3.1,-3%,-16%,-1%,-5,0%,-12%
O=C(NCC(=O)N(Cc1ccccc1)C(C(=O)NC1CCCCC1)c1ccco1)c1ccco1 (stereo not drawn),-4%,6%,0.6,-13%,-46%[inhibitor],-11%,-6,-18%,14%
Cc1ccc2c(COC(=O)C3=COCCO3)cc(=O)oc2c1,-16%,?,-0.1,1%,1%,1%,2,-14%,9%

# Full records, quoted from the list. Values in the order: EPAC1 antagonist	WRN inhibitor	IL-2 act	aSyn yeast inh	Abeta yeast res	EPAC1 agonist	PI5P4K alpha inh	PLK1 PBD block	FUS suppressor
# `COc1cccc(C(=O)OCn2nnc3ccccc3c2=O)c1OC` in the list: -20%	2%	-3.1	-3%	-16%	-1%	-5	0%	-12%
# `O=C(NCC(=O)N(Cc1ccccc1)C(C(=O)NC1CCCCC1)c1ccco1)c1ccco1` (stereo not drawn) in the list: -4%	6%	0.6	-13%	-46%[inhibitor]	-11%	-6	-18%	14%

# Later entries:
SMILES,EPAC1 antagonist,WRN inhibitor,IL-2 act,aSyn yeast inh,Abeta yeast res,EPAC1 agonist,PI5P4K alpha inh,PLK1 PBD block,FUS suppressor
CCOC(=O)C1CCN(C(=O)c2ccc(SC)cc2OC)CC1,-1%,-8%,0.3,-12%,0%,1%,-15,30µM*,1%
O=C(CN(C(=O)c1ccco1)c1cccc(F)c1)NCc1ccc(F)cc1,0%,-4%,1.5,-1%,25%,0%,-4,-2%,9%
Cn1nnnc1Sc1ncnc2scc(-c3cccc(F)c3)c12,-15%,·,-0.8,·,-18%,-2%,·,·,5%
Cc1csc(NC(=O)C(NS(=O)(=O)c2ccc(Br)s2)c2ccccc2)n1 (stereo not drawn),7%,2%,-0.4,8%,3%,-13%,-5,-9%,-4%
COc1cc(C(=O)OCC(=O)c2c(N)n(C)c(=O)n(C)c2=O)ccc1OCCC(C)C,-11%,-5%,-0.4,-1%,1%,6%,-1,-7%,-15%
Cc1ccc(Cn2cnc3c(cnn3-c3ccc(F)cc3)c2=O)cc1,2%,-1%,1.5,3%,-1%,5%,-1,2%,-41%
O=C(CN(C(=O)CCC(=O)Nc1nccs1)c1ccc2c(c1)OCO2)NCc1ccccc1,-1%,-4%,0.2,-1%,-8%,-1%,-17,-5%,16%
Cc1ccc(C(=O)NC(=C(Cl)Cl)S(=O)(=O)c2ccc(Cl)cc2)cc1,-24%,-17%,-0.6,6%,19%,2%,-1,-29%,-30%
CCOC(=O)c1sc(-c2ccc(Cl)cc2)nc1O,1%,-11%,0.4,-57%[inhibitor],-23%,-4%,-7,4%,-29%
CCCCN(C(=S)NC(=O)c1ccccc1)c1c(N)n(Cc2ccccc2)c(=O)[nH]c1=O,-3%,4%,0.2,0%,4%,4%,-3,?,26%
COc1nccc(C(F)(F)F)c1C(=O)Nc1ccc(Cl)cc1,1%,2%,1.6,0%,-13%,-16%,1,-8%,-17%
O=C(Cn1nc2sc3ccccc3n2c(=O)c1=O)c1ccc(Cl)cc1,6%,-9%,-0.5,?,-11%,1%,-2,-8%,-4%
Cc1ccc2c(C)c(C(=O)N3CCC(O)(c4ccccc4)CC3)oc2c1C,-14%,-23%,1.0,10%,-6%,7%,3,-3%,41%
CCCCCCCC[n+]1c(C)n(-c2ccccc2)c2ccc(NC(C)=O)cc21,4%,-3%,-6.9,-1%,-10%,7%,1,-4%,22%
CCc1ccccc1NC(=O)C1CCCN1S(=O)(=O)c1ccc2c(c1)n(C)c(=O)c(=O)n2C (stereo not drawn),6%,2%,-2.6,-2%,-3%,2%,1,-4%,6%
CCOc1nc(NC(C)C)nc(NC(C)C)n1,4%,11%,-2.6,-1%,2%,-4%,1,-9%,10%
Cc1ccc(CN2CCN(C(=O)c3ccco3)CC2)cc1,9%,5%,-0.4,1%,-3%,-5%,-16,-5%,-5%
CC(=O)NC(c1ccccc1)c1nc(-c2cccc(CO)c2)cs1 (stereo not drawn),8%,7%,-0.3,-8%,2%,-8%,7,3%,4%
CC1(C(=O)NS(=O)(=O)Cc2cccc(Cl)c2)CCN1C(=O)Cc1ccc(-c2ccccc2)cc1 (stereo not drawn),-25%,2%,-0.4,-49%[inhibitor],-17%,1%,10,67µM*,?
O=[N+]([O-])c1cc(C(F)(F)F)cc([N+](=O)[O-])c1NCCCN1CCOCC1,-8%,-3%,1.0,-1%,3%,2%,2,-13%,-15%
CN1CCN(C(=S)NC(=O)c2ccc(S(=O)(=O)N3CCOCC3)cc2)CC1,-23%,2%,0.2,-3%,10%,-2%,0,?,-20%
COc1cc(-c2cc(C(=O)OCC(=O)Nc3ccc4c(c3)OCO4)c3ccccc3n2)cc(OC)c1OC,6%,2%,3.0,5%,3%,-2%,0,0%,·
COCCCNc1nc2ccccc2nc1NS(=O)(=O)c1cc(Cl)ccc1Cl,-8%,-1%,0.0,5%,-7%,2%,3,-3%,32%
CC1(C)CC(=O)C(C=NCCN2CCN(C(=S)Nc3ccccc3)CC2)=C(O)C1,6%,5%,-2.0,8%,-16%,1%,1,0%,9%
O=C(Nc1ccc(Cl)cn1)c1cnn2cccnc12,-10%,-6%,1.1,-4%,-1%,5%,6,-3%,-2%
O=C(NCCc1ccccn1)C1CCCN(S(=O)(=O)Cc2ccccc2)C1 (stereo not drawn),-5%,-2%,2.9,1%,16%,3%,0,-3%,-16%
O=C(Nc1nccs1)c1cc2cc(Cl)ccc2oc1=O,13%,2%,0.3,3%,-4%,-13%,-2,0%,8%
CCN(CC)S(=O)(=O)c1ccc(/C=C/C(=O)Nc2ccc(F)c(F)c2F)cc1,14%,-25%[57.1 µM],4.7,-2%,0%,6%,-7,0%,39%
CC1CCC(NC(=O)c2ccc(Br)o2)CC1 (stereo not drawn),-7%,-8%,1.6,-8%,3%,11%,3,-9%,-42%
O=C(COc1ccc(Cl)cc1)NCc1ccccc1,5%,1%,1.4,1%,8%,5%,0,5%,13%
COc1cc(SC)ccc1C(=O)NCCN1CCOCC1,-4%,-33%,0.3,-2%,3%,2%,-5,-11%,-1%
COc1ccc(NC(=O)Nc2cccc([N+](=O)[O-])c2)cc1Cl,-15%,-5%,-0.1,-1%,1%,4%,-2,-4%,·
CNC(=O)C1CCC(=O)N1Cc1ccc(C)cc1 (stereo not drawn),10%,1%,-0.5,-11%,6%,-14%,-4,1%,-18%
Clc1ccccc1Nc1c2c(nc3ncnn13)CCC2,6%,8%,-0.9,12%,-2%,-4%,·,-5%,9%
COc1ccc(OC)c(NC(=O)C2CC(=O)n3ncnc3N2)c1 (stereo not drawn),2%,-14%,-2.5,-3%,4%,0%,1,-4%,-4%
CCCCNc1cc(F)nc(N)n1,-4%,8%,-3.4,-16%,-5%,5%,-2,-14%,-9%
Nc1nc(SCC(=O)Nc2cccc([N+](=O)[O-])c2)n[nH]1,-3%,4%,-0.7,-14%,8%,9%,0,-8%,-10%
C/C(=N/N1CCN(c2ccccn2)CC1)c1ccc([N+](=O)[O-])cc1,0%,0%,-2.1,-4%,-11%,0%,1,-9%,7%
COc1cccc(/C=C2\SC(=S)N(CCCC(=O)Nc3cc(C)on3)C2=O)c1,-28%,6%,15,0%,-1%,-4%,-14,6%,18%
COc1ccc(N2CC(O)=C(c3nc4ccccc4s3)C2=N)c(OC)c1,-2%,-3%,-3.2,0%,4%,12%,·,-5%,3%
CCOC(=O)c1ccc(N=Nc2c(C)c(C#N)c(O)[nH]c2=O)cc1,6%,-5%,0.9,0%,5%,5%,?,-13%,-11%
CC(NC(=O)COC(=O)c1cccnc1Cl)C12CC3CC(CC(C3)C1)C2 (stereo not drawn),-15%,2%,0.4,7%,-25%,-3%,-1,-15%,17%
CCOC(=O)N1CCC(NC(=O)c2ccc3c(c2)N(Cc2ccc(C)cc2)CCS3)CC1,3%,4%,-3.6,?,5%,-8%,2,-9%,-13%
O=C(CCCc1c[nH]c2ccccc12)Nc1ncccc1O,-15%,11%,-2.1,-6%,-3%,1%,1,-12%,15%
O=C(CCN1C(=O)[C@@H]2Cc3ccccc3CN2C1=O)N[C@H](C(=O)O)c1ccccc1,-2%,1%,-0.3,0%,8%,3%,-2,3%,-16%

# Compounds were not picked by outcome. Share with any hit: about 4.1%.
